Screening results deposited in PubChem BioAssay by Sanford-Burnham Center for Chemical Genomics.
SUMO1-SIM PPI: modulators of SUMO1 protein-protein interactions, primary screen, biochemical, uHTS; inhibition, % at 20 µM; Small ubiquitin-related modifier 1 (Homo sapiens), P63165; SUMO1 binding to a labelled peptide, TR-FRET, 1 h; AID 602429, 2012; 0.33% of 360,000 active; in the data active = inhibition above about 37%
Target sequence (P63165 whole entry, looked up): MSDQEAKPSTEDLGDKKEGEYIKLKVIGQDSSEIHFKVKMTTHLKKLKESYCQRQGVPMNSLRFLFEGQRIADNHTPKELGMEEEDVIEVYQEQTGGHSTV
LMPTP inh: LMPTP phosphatase inhibitors, primary screen, biochemical, fluorescence intensity, uHTS; Low molecular weight phosphotyrosine protein phosphatase (Homo sapiens), P24666; recombinant LMPTP-A, OMFP fluorogenic substrate; inhibition, % at 20 µM; 0.22% of 360,000 active;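 active = compounds that cut the enzyme signal by at least half of the control window in the single-dose screen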;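 also: plate controls were DMSO wells with enzyme plus substrate for no effect and substrate without enzyme for full effect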
Target sequence (P24666 whole entry, looked up): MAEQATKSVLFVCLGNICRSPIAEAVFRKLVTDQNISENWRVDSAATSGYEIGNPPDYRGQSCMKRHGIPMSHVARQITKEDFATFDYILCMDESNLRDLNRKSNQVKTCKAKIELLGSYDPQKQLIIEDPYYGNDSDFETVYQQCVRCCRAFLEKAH
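Material: LMPTP-A; amount: 0.625 nM enzyme; doses: single 20 µM dose; times: reaction 50 min, room temperature, dark; technique: fluorescence intensity of OMFP turnover product; benchmarks: no-enzyme and uninhibited controls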
SKN-1 inh: suppressors of acrylamide-induced Pgst-4::GFP reporter in worms, primary screen, SKN-1 inhibitor project, whole organism, uHTS, GFP/RFP fluorescence ratio, strain VP596; C. elegans VP596 Pgst-4::GFP/RFP ratio, 24 h; inhibition, % at 21.8 µM; 0.49% of 360,000 active; AID 624304, 2012;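 active = interference check ratio from 0.5 to 1.5 plus GFP to RFP signal ratio inhibition reaching or exceeding a fixed threshold, cut at about 30% in these data, passing the limit was not always enough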; also: some compounds called inactive have numbers as strong as hits
NRP1-CendR mod: modulators of CendR peptide binding to NRP-1, primary screen, biochemical, fluorescence polarization, uHTS | Neuropilin-1 (Homo sapiens), O14786 | FAM-RPARPAR peptide binding to NRP-1 | inhibition, % at 25 µM | 0.85% of 360,000 active | AID 602438, 2012;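 active = inhibition or corrected inhibition above about 18%, plus a signal ratio from 0.5 to 1.5, limit read from the data, passing the limit was not always enough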; also: strong numbers were not always called active
Rpn11 inh: Rpn11 (PSMD14) deubiquitinase inhibitors, primary screen, biochemical, fluorescence polarization, uHTS | human 26S proteasome, Ub4-pepOG fluorescence polarization; 20S core pre-blocked with epoxomicin | calls only at 20 µM | 0.59% of 360,000 active;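 active = inhibition at 20 µM, scaled to each plate's controls, above about 33%, limit read from the data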
Target sequence (O00487 whole entry, looked up): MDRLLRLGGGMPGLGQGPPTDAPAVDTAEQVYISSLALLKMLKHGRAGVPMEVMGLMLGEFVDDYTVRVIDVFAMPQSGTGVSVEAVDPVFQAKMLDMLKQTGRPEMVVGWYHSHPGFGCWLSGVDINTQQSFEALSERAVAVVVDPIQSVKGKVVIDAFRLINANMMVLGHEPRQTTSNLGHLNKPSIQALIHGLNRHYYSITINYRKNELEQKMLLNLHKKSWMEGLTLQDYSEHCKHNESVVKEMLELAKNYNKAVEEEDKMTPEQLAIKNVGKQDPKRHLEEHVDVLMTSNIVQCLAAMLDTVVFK
STEP block: STEP phosphatase inhibitors, primary screen, biochemical, fluorescence intensity, uHTS; Tyrosine-protein phosphatase non-receptor type 5 (Homo sapiens), P54829; recombinant STEP, OMFP fluorogenic substrate; inhibition, % at 20 µM; 0.25% of 360,000 active; AID 588621, 2011;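 active = inhibition at 20 µM, scaled per plate between control wells, above about 37%, limit read from the data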;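 also: 0% = DMSO with enzyme and substrate and 100% = substrate only without enzyme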
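material = STEP tyrosine phosphatase | reagent = fluorogenic phosphatase substrate OMFP at 25 µM final | doses = single compound dose of 20 µM, 1% DMSO final | schedule = 20 min reaction, room temperature, in the dark | measured by = fluorescence, 480/540 nm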
MT1-MMP act inh: blockers of MT1-MMP proenzyme processing, primary screen, HT1080 RFP-PRO-GFP cells, GFP/RFP fluorescence; Matrix metalloproteinase-14 (Homo sapiens), P50281; GFP/RFP ratio fluorescence, overnight; percent of plate control window, DMSO zero; GFP/RFP ratio change, % at 20 µM; 0.061% of 360,000 active;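 active = GFP/RFP ratio change of at least 30% with cell ATP level not reduced by more than half and red fluorescence within 50% of control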; also: strong numbers were not always called active
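Assay system: HT1080 RFP-PRO-GFP cells | Dosing: 20 µM single dose, 1% DMSO | Incubation: Cells overnight before dosing, compound overnight, 37 °C, 5% CO2 | Evaluation: GFP/RFP fluorescence ratio | Control set: DMSO-only wells and HT1080 RFP-L50D-GFP cell wells as references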
NadD block: inhibitors of S. aureus NadD, primary screen, biochemical, colorimetric, uHTS | purified NadD enzyme, colorimetric absorbance read-out | inhibition, % at 20 µM | AID 602399, 2012 | 0.78% of 360,000 active; in the data active = inhibition above about 26%; also: some compounds past the cut are filed as inactive
Scp-1 inhibitor: Scp-1 phosphatase inhibitors, primary screen, biochemical, colorimetric, uHTS; Carboxy-terminal domain RNA polymerase II polypeptide A small phosphatase 1 (Homo …; Recombinant Scp1, phosphopeptide, malachite green phosphate absorbance; inhibition, % at 20 µM; 0.88% of 340,000 active; AID 493091, 2011;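 active = inhibition above about 50% at 20 µM, limit read from the data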;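 also: plate controls were DMSO wells with enzyme for no effect and wells lacking enzyme for full effect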
Target sequence (Q9GZU7 76-261 limits assumed): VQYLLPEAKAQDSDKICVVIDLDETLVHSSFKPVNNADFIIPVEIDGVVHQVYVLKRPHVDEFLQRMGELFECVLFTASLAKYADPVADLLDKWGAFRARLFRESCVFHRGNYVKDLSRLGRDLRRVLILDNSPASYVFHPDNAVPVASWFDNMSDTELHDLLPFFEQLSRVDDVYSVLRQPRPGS
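System: truncated SCP-1 phosphatase (76-261aa); medium: Tris acetate buffer pH 5.5 with MgCl2 and Tween-20; incubation: 45 min room-temperature reaction, 5 min colour, 30 min stabiliser; compound: single 20 µM dose, 1% DMSO; reagent: Phosphorylated 17-residue peptide substrate; read-out: % inhibition at 20 µM; technique: colorimetric free-phosphate detection, absorbance 630 nm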
DNMT1 inh: human DNMT1 methyltransferase inhibitors, primary screen, biochemical, molecular beacon, fluorescence, HinP1I cleavage, uHTS; DNA (cytosine-5)-methyltransferase 1 (Homo sapiens), P26358; inhibition (reported as % activation of signal), % at 10 µM; 0.83% of 360,000 active; AID 588458, 2011; in the data active = inhibition above about 50%
* = called active by the depositor; i = inactive; / = not tested or not shown.

SMILES | SUMO1-SIM PPI | LMPTP inh | SKN-1 inh | NRP1-CendR mod | Rpn11 inh | STEP block | MT1-MMP act inh | NadD block | Scp-1 inhibitor | DNMT1 inh
COc1cccc(CN2CCNC(=O)C2CC(=O)NCc2cc(C(C)C)no2)c1 (configuration not stated) | 1.6 | -0.5 | 14.8 | -2.5 | i | -9.7 | -0.3 | 3.6 | -4.7 | -4.8
CN(c1ccccc1)S(=O)(=O)c1nnc(NC(=O)c2ccco2)s1 | 15.1 | 1.7 | 10.4 | 10.5 | i | -2.1 | 3.2 | -6.1 | -4.7 | 13.0
O=C(OCC(=O)N(Cc1ccccc1)Cc1ccccc1)c1ccccc1O | 5.3 | 4.1 | 6.9 | 6.3 | i | 3.3 | 2.0 | 3.1 | -10.0 | 0.5
CSc1ccc(/C=C/c2ccc3cccc(O)c3n2)cc1 | -9.0 | 3.7 | 13.3 | -5.7 | i | 1.4 | 5.9 | 12.3 | 0.9 | -14.0
COc1ccc(NC(=O)C(c2cc3c(cc2[N+](=O)[O-])OCO3)N(C)Cc2ccccc2)cc1 (configuration not stated) | -8.6 | 1.4 | 0.8 | 10.5 | i | -1.5 | -6.2 | -4.6 | -10.3 | -8.7
COc1ccc(OCCC(=O)NC2=NCCS2)cc1 | 2.0 | -1.6 | 3.9 | 5.2 | i | 0.5 | 3.5 | 0.2 | -1.1 | 0.0
Cc1cccc(C)c1-n1nnnc1C1(C)CCC(=O)N1CCc1ccc(O)cc1 (configuration not stated) | -1.8 | 0.0 | 5.5 | 0.3 | / | / | -0.3 | -9.5 | / | /
Nc1n[nH]c2c1C1(CCCC1)Cc1ccccc1-2 | -3.2 | -0.7 | -1.3 | 9.8 | i | 1.1 | -4.9 | -1.4 | 6.2 | -0.7
CC1CCN(c2c([N+](=O)[O-])c(=O)n(-c3ccccc3)c3ccccc23)CC1 | -0.5 | -0.1 | 21.8 | 8.1 | i | -2.5 | -0.6 | -2.1 | -4.2 | 5.8
Cc1ccc(S(=O)(=O)N2CCC(C(=O)NNC(=O)C3CC3)CC2)cc1Cl | 5.0 | -0.9 | 3.4 | 12.2 | i | 2.5 | 2.3 | 9.1 | -8.4 | 1.3
CCCc1noc2c1/C(=N\O)CCC2 | 1.7 | -0.9 | 3.4 | -2.2 | i | 0.3 | 0.3 | -1.7 | -7.8 | 3.1
COc1ccc(-n2c(Cn3c(=O)sc4ccccc43)nnc2SCC(=O)N2CCOCC2)cc1 | 0.4 | -1.6 | -4.2 | -11.1 | i | -1.6 | -1.8 | -2.2 | -1.2 | 2.5
CN1CCN(c2nc(N3CCN(CCO)CC3)nc3ccccc23)CC1 | 2.4 | -4.7 | 0.7 | 1.9 | i | -2.3 | 5.5 | 6.4 | 0.2 | -3.3
O=C1C(Cc2ccccc2)Nc2ncnc(N3CCc4ccccc4C3)c2N1Cc1ccccc1 (configuration not stated) | 6.0 | -0.1 | 2.3 | 3.0 | i | 11.2 | -0.3 | 39.8* | 0.6 | -4.3
Oc1ccc(/C=N/Nc2ccc(C(F)(F)F)cn2)cc1 | -8.2 | 2.0 | 3.8 | 6.3 | i | -2.0 | -2.2 | -5.3 | -8.0 | -1.5
CC(NS(=O)(=O)c1ccc(OCC(=O)NCc2ccccn2)cc1)c1ccccc1 (configuration not stated) | 2.1 | 0.3 | 3.3 | 15.1 | i | 1.1 | -1.5 | -1.6 | -5.3 | 0.7
Cn1c(CCC(=O)OCC(=O)NCC(F)(F)F)nc(=O)c2ccccc21 | -1.7 | 0.3 | -11.3 | -4.5 | i | 0.9 | -0.8 | -2.0 | 0.6 | 5.3
O=C(CCC(=O)OCC(=O)c1ccc([N+](=O)[O-])cc1)NC1CCCCC1 | -26.1 | -1.8 | 3.3 | -3.8 | i | 0.0 | 2.2 | -1.4 | -3.9 | -7.6
Cc1cccc(-n2cc(C(=O)O)c(=O)cc2C)c1 | 1.4 | -0.5 | -1.8 | -2.0 | i | 3.5 | 5.5 | -0.4 | -6.7 | 3.4
O=C(NC1CCCC1)C1CC(=O)N(c2ccc(F)c(Cl)c2)C1 (configuration not stated) | 5.1 | -0.6 | 1.7 | 11.7 | i | -3.2 | -2.5 | -5.4 | -0.9 | 1.4

Part of the list above, showing only DNMT1 inh and Rpn11 inh.
SMILES	DNMT1 inh	Rpn11 inh
O=C1C(Cc2ccccc2)Nc2ncnc(N3CCc4ccccc4C3)c2N1Cc1ccccc1 (configuration not stated)	-4.3	i
Oc1ccc(/C=N/Nc2ccc(C(F)(F)F)cn2)cc1	-1.5	i

Going on with the list.
SMILES | SUMO1-SIM PPI | LMPTP inh | SKN-1 inh | NRP1-CendR mod | Rpn11 inh | STEP block | MT1-MMP act inh | NadD block | Scp-1 inhibitor | DNMT1 inh
CN(C)c1ccc(C(C(=O)NC2CCCC2)N(Cc2cccnc2)C(=O)c2snc(C(N)=O)c2N)cc1 (configuration not stated) | -21.0 | -0.3 | 13.1 | -2.8 | i | 0.5 | 0.1 | 4.6 | -4.4 | 1.7
CS(=O)CC(O)(c1ccc(F)cc1)C1CC1 (configuration not stated) | -0.2 | -1.3 | 14.9 | -16.2 | i | 1.2 | -4.9 | -1.4 | / | 4.5
Cc1ccc(-c2nnc(C)c(N3CC(C)OC(C)C3)n2)cc1 (configuration not stated) | 0.5 | -1.8 | -0.5 | 0.5 | i | -5.3 | -6.4 | 1.4 | -3.1 | -0.9
N#C/C(=C/c1ccc(F)cc1)c1nc(CCN2C(=O)c3ccccc3C2=O)cs1 | 7.3 | 3.2 | 14.7 | -8.6 | i | 3.2 | -2.9 | -6.0 | -1.8 | -4.7
COc1cccc(NC(=O)Nc2ccc(C(C)(C)C)cc2)c1 | -1.0 | 3.5 | 7.4 | -4.4 | i | -0.6 | 3.4 | -2.3 | -13.2 | -4.2
CC(Oc1ccccc1)C(=O)N=C1SC2CS(=O)(=O)CC2N1Cc1ccccc1 (configuration not stated) | 3.2 | 0.3 | 15.1 | 16.5 | i | 2.0 | -0.3 | 1.4 | -3.4 | 0.1
COc1ccc(-c2nc3c(C)cc(Br)cn3c2Cc2ccccc2)cc1OC | 1.2 | 4.7 | 18.9 | 5.8 | i | 4.9 | -4.5 | 3.4 | / | -15.1
CCC(C)n1c(SCC(=O)Nc2cc(C)on2)nc2ccccc2c1=O (configuration not stated) | 7.9 | -2.4 | 21.4 | -5.3 | i | 1.7 | -1.2 | -3.8 | -8.7 | -2.4
COc1ccc(-n2ncc(C(C)NS(=O)(=O)c3ccc(C)s3)c2C)cc1 (configuration not stated) | 0.8 | 0.4 | 9.7 | 9.9 | i | 0.0 | -2.0 | 4.8 | 0.0 | -1.2
CC1CC(C)(C)NC(=S)N1CCCC(=O)Nc1ccc(Cl)cc1 (configuration not stated) | -0.6 | 0.4 | 5.7 | 3.2 | i | -0.6 | 2.7 | 1.0 | 4.8 | 21.0
Clc1ccc(-c2csc(N3CCN(c4ccccc4)CC3)n2)cc1 | -0.7 | -0.5 | -9.6 | 1.7 | i | 1.9 | 2.0 | 1.4 | -2.0 | 5.8
COC(=O)c1sccc1S(=O)(=O)Nc1ccc(N2CCCCC2)cc1 | 1.6 | 0.9 | -3.3 | -2.0 | i | 1.2 | 4.6 | -6.0 | -10.5 | -2.7
COc1cccc(-c2ccc(NC(=O)C3CCCN(Cc4cnc(N(C)C)s4)C3)cc2)c1 (configuration not stated) | 7.7 | 2.6 | 24.6 | -3.8 | i | 3.2 | 4.2 | -2.7 | -9.1 | -8.6
COc1ccccc1/C=C/C(=O)OCC(=O)Nc1ccc2c(c1)OCCO2 | -9.8 | 1.0 | -8.4 | 6.3 | i | 7.3 | 0.2 | -7.0 | -7.7 | -4.0
O=C(NCC1COCCO1)c1ccc2nc(Cc3cccc(Cl)c3)oc2c1 (configuration not stated) | 8.8 | -0.1 | 1.0 | 14.1 | i | -2.4 | -2.1 | -5.8 | -9.5 | 0.9
CCOC(=O)c1ccccc1NC(=O)c1ccccc1SC | -3.4 | 0.9 | 1.8 | 3.0 | i | 0.3 | 1.5 | -11.6 | -6.8 | 3.5
COc1ccc(NC(=S)N(CCN(C)C)C(C)c2ccncc2)cc1Cl (configuration not stated) | 6.6 | -5.5 | -4.3 | -4.0 | i | 0.7 | -11.4 | -0.5 | -4.0 | -3.1
COc1ccccc1CN1CCCC(N2CCN(c3ccccc3OC)CC2)C1 (configuration not stated) | 6.0 | 0.6 | -2.3 | -5.7 | i | -1.0 | -0.3 | -1.5 | -1.9 | -2.5
O=C(CSc1nnc(COc2ccc(Br)cc2)o1)N1CCOCC1 | 5.4 | 0.2 | -19.6 | 5.3 | i | -0.6 | 5.1 | 1.1 | -5.0 | 0.8
CCOC(=O)c1ccc2c(c1)N(CC#N)C(=O)C(C)(C)O2 | 20.7 | 0.1 | -3.4 | -3.1 | i | -3.5 | -3.5 | -0.4 | -0.7 | -0.5
Cn1c(=O)c2cc(S(=O)(=O)N3CCN(c4cccc(C(F)(F)F)c4)CC3)ccc2n(C)c1=O | 0.8 | -0.1 | 8.2 | -2.9 | i | 2.4 | 4.6 | 0.7 | -2.2 | -3.9
COc1ccccc1NC(=O)N(c1c(N)n(Cc2ccccc2)c(=O)[nH]c1=O)C1CCCC1 | -0.5 | -2.1 | 11.1 | 4.0 | i | -1.7 | -0.5 | -1.8 | -8.0 | 2.8
COc1ncnc(OC)c1NC(=O)c1ccc(F)cc1 | -0.1 | -1.0 | -8.9 | 20.1 | i | 1.1 | 0.0 | -4.8 | -7.2 | 0.6
O=C(/C=C/c1ccc(OCc2c(F)cccc2Cl)cc1)N1CCOCC1 | -12.1 | 1.7 | 17.0 | 9.0 | i | -0.8 | -0.3 | 4.4 | -6.0 | -1.5
CC1Nc2ncnc(N3CCOCC3)c2N(Cc2ccccc2)C1=O (configuration not stated) | 4.4 | -0.5 | 8.6 | -16.2 | i | 1.1 | 0.0 | 3.1 | -3.0 | -0.9
O=C(NCC(c1ccco1)N1CCCCC1)c1ccc(S(=O)(=O)Nc2ccccc2Cl)cc1 (configuration not stated) | 6.1 | -0.4 | 3.9 | -4.3 | i | -3.2 | 2.3 | -4.8 | -5.7 | -0.6

The order is random. Share with any hit: about 3.9%.
